Source: PubChem BioAssay
HCMV inh = inhibitors of human cytomegalovirus. HFF cells, HCMV-luciferase reporter, 72 h; active compounds read low. activity change, negative = inhibition, % at 57.5 µM. 4.5% of 410,000 active; in the data active means activity change below about -60%; inconclusive means no clear call, values can overlap the other calls; inactive means above about -39%
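Inhibition of viral replication was scored as loss of reporter luminescence in HFFs infected with HCMV-luciferase (MOI 1 PFU/cell) for 72 h; compounds tested at 2 doses, normalized to buffer and Salinomycin controls.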
Giardia FBPA inh = inhibitors of Giardia lamblia fructose-1,6-bisphosphate aldolase | Potency, µM (titrated, usually from 59.6 µM), without a hit: top-dose activity, negative = inhibition, most hits filed as inhibitors | AID 2451 | 0.71% of 290,000 active | A8B2U2 | purified Giardia FBPA; further: potency means the concentration at half of the fitted maximal effect; nearly all actives have a fitted effect of over 55% in size
Target sequence (A8B2U2 whole entry, looked up): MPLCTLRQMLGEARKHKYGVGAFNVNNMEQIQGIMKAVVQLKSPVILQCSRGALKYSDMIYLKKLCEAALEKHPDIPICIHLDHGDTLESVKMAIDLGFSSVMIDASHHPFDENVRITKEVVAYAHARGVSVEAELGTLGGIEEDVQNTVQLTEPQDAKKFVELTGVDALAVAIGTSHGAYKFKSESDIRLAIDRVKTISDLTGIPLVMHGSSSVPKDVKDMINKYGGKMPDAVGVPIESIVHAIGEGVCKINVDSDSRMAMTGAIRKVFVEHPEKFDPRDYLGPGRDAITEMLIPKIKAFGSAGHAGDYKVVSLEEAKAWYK
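Giardia FBPA (40 nM reagent) was preincubated 10 min at RT with compound (up to 57.5 uM final), then substrate plus GAPDH/TPI/NAD/arsenate coupling system with diaphorase/resazurin was added; resorufin fluorescence (525/598 nm) was read after 20 min.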
AmpC inh detg = AmpC beta-lactamase inhibition with detergent present; AmpC hydrolysis of nitrocefin, absorbance 480 nm, 0.01% Triton; Potency, µM (series often up to 114 µM), without a hit: at the highest dose activity change, negative = inhibition, most hits filed as inhibitors; 0.041% of 370,000 active;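 further: potency means the concentration at half of the fitted maximal effect; 0% = no-compound wells and -100% = no-enzyme wells; nearly all actives have a fitted effect of over 25% in size; some results filed as inactive show a strong effect at the top dose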
Target sequence (P00811 whole entry, looked up): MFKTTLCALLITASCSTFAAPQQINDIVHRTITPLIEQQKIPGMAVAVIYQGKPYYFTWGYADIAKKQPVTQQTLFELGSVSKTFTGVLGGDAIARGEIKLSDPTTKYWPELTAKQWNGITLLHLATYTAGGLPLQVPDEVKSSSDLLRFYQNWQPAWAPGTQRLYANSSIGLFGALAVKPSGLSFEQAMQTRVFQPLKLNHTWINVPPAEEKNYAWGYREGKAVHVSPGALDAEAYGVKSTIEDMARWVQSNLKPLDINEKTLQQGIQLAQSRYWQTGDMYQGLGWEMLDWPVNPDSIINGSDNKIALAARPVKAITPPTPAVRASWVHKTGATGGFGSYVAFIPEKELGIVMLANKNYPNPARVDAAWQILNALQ
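20 mM phosphate pH 7.0 + 0.01% (detergent screen) or 0.0001% Triton X-100; 5.3 nM AmpC reagent; cpd preinc 15 min RT; nitrocefin (800 uM stock) to start; A480 q20 s × 4 min; Activity was normalised to no-enzyme and no-compound control wells.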
Sm TGR block = blocks Schistosoma mansoni thioredoxin glutathione reductase; purified TGR, DTNB reduction, TNB absorbance 405 nm; Potency, µM (highest dose often 114 µM), for inactives: at the top dose activity change, negative = inhibition, most hits filed as inhibitors; 3% of 360,000 active; further: potency means the concentration at half of the fitted maximal effect; nearly all actives have a fitted effect of over 60% in size
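First, TGR (20 nM dispensed) and NADPH were mixed with compound. Second, a 15 min room-temperature incubation followed. Third, further NADPH and then DTNB were added to start the reaction. Finally, TNB absorbance was monitored kinetically.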
AmpC inh no detg = blocks E. coli AmpC beta-lactamase in detergent-free assay; P00811; AmpC nitrocefin hydrolysis, absorbance 480 nm, 0.0001% Triton; Potency, µM (doses to about 57.1 µM), without a hit: at the highest dose activity change, negative = inhibition, hits mostly inhibitors; 0.52% of 330,000 active; AID 485341;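 further: potency means the concentration at half of the fitted maximal effect; plate controls were no compound for no effect and no enzyme for full effect; nearly all actives have a fitted effect of over 20% in size; some results filed as inactive show a strong effect at the top dose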
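AmpC (5.3 nM in the dispensed reagent) in 20 mM phosphate pH 7.0 with 0.01% (detergent screen) or 0.0001% Triton X-100 was preincubated with compounds for 15 min at room temperature. Nitrocefin was then added from an 800 uM solution, and hydrolysis was followed at 480 nm.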
HCV inh = HCV inhibition | Huh7.5.1 HCVcc-Cre infection, luciferase reporter, 44 h | Potency, µM (titrated, usually from 41.8 µM), inactives show at the highest dose activity change, negative = inhibition, hits mostly inhibitors | 3.4% of 340,000 active; further: potency means the concentration at half of the fitted maximal effect
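1,000 cells/well; 4 h culture; + compound; + HCVcc-Cre (~0.5 moi); 44 h; luciferase substrate, RT 15 min; read 15 sec.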
Starred values were filed as active, the others as inactive; ? = inconclusive; . = not tested or not shown; & = joins results of further samples; [ ] = dose if it differs, or a comment. Unless noted, the call rests on the fitted dose curve; in most records, active means well fitted curve in the direction sought with a large enough effect; inconclusive means small, poorly fitted or top-dose-only effect, or another doubt; inactive means no such curve, though single readings can be large; an effect the other way counts as inactive or inconclusive. Unless noted, on the % scale 0 is the no-effect control and ±100 the full control effect.

SMILES	HCMV inh	Giardia FBPA inh	AmpC inh detg	Sm TGR block	AmpC inh no detg	HCV inh
NC(=S)Nc1ccc2cn[nH]c2c1	8	-7%	-7%	0%	-5%	12%
NC(=O)CN1C(=O)C(=O)N(Cc2cccc(Cl)c2)C1=O	-10	-6%	-1%	2%	-22%	16%
Nc1ccc(N2CCN(c3ccccc3)CC2)c(F)c1	-18	-2%	-6%	.	-18%	-10%
C=CCSC1=C(C#N)C(c2ccccc2)CC(=O)N1 (centres undefined)	32	?	2%	4%	-10%	0%
O=C(C1CCCCN1S(=O)(=O)c1ccccc1)N1CCCCC1 (centres undefined)	-7	.	?	6%	10%	?
COC(=O)CSc1nc2ccc(NC(=O)c3ccccc3C(=O)N3CCOCC3)cc2s1	-64*	-15%	1%	4%	25%	3%
CCN(CC)c1ccc(NC(=O)COC(=O)c2cccs2)cc1	7	-7%	3%	-14%	-31%	17%
N#Cc1c(NC(=O)CN2CCN(S(=O)(=O)c3ccc4c(c3)OCCO4)CC2)sc2c1CCC2	24	0%	?	-13%	-30%	-5%&2%
CCc1ccccc1NC(=O)c1cccc(Oc2ccc([N+](=O)[O-])cc2Cl)c1	?	0%	-1%	-1%	-38%	?
COc1ccc(NC(=O)COC(=O)Cc2ccc(Br)cc2)cc1	-22	3%	-5%	1%	-24%	12%
O=C(O)c1cccc(NC(=S)NC(=O)C(c2ccccc2)c2ccccc2)c1	-1	27%	-2%	?	-41%	23%
O=C(COC(=O)CNC(=O)c1cccc([N+](=O)[O-])c1)NCc1ccco1	-19	3%	-3%	-15%	-22%	31%[activator]
CCC(OCC(O)CN1CCCCC1)c1ccccc1 (centres undefined)	-9	-11%	-11%	4%	-8%	9%
CCOC(=O)C1CCN(C(=O)CSc2nc(N)cc(=O)[nH]2)CC1	20	5%	-9%	5%	17%	20%
Cc1ccc(C(=O)Nc2cc3[nH]c(=O)oc3cc2C)cc1	-16	-5%	-3%	8%	-12%	10%
O=C(/C=C/c1ccco1)NCc1ccc(F)cc1	2	-1%	-8%	3.2µM*	-28%	-1%
CCC(C(=O)OC(C)C(=O)Nc1ccc(Cl)cn1)c1ccccc1 (centres undefined)	0	.	4%	5%	-26%	-15%
COc1ccc2nc(NC(=O)c3cccc(N4C(=O)CCC4=O)c3)sc2c1	0	.	0%	3%	5%	?
CCOc1cc(NC(=O)C(C)C)c(OCC)cc1NC(=O)Nc1ccccc1	-10	7%	-14%	5%	-20%	-10%
O=C(O)CCCC(=O)Nc1ccc(Sc2ccc([N+](=O)[O-])cc2)cc1	-16	10%	-4%	22%	-22%	8%
CN(Cc1ccccc1)C(=O)COC(=O)c1cc2ccccc2oc1=O	-4	.	.	.	-20%	4%
O=C(NC1CCCC1)C1CCCN(S(=O)(=O)c2cccc3cccnc23)C1 (centres undefined)	-28	8%	?	2%	4%	11%
CCCCCCCc1nc2c(=O)n(C)c3ccccc3c2o1	-29	1%	?	-5%	-10%	1%
O=C(COC(=O)c1cc(F)cc(F)c1)NCCCc1ccccc1	0	-4%	-6%	1%	-21%	7%
Cc1cccc(S(=O)(=O)Nc2ccc(-c3cn4ccccc4n3)cc2)c1	-3	9%	-14%	-1%	-35%	9%

New compounds follow
SMILES	HCMV inh	Giardia FBPA inh	AmpC inh detg	Sm TGR block	AmpC inh no detg	HCV inh
CNC(=O)COc1ccc(C=O)cc1OC	26	3%	-13%	-1%	-15%	2%
COc1ccccc1C(=O)N(CCC1CCCN1C)c1nc2ccccc2s1 (centres undefined)	-77*	2%	-3%	1%[57.1 µM]	4%	9%
Nc1nnc(CCS(=O)(=O)c2cc(Cl)ccc2Cl)s1	-6	0%	-10%	5%	7%	18%
Cc1ccccc1OCC(=O)N=Nc1c(O)n(C)c2ccccc12	26	5%	-8%	-13%	-9%	-24%
CC(C)OCCCNC(=O)C1CC(=O)N(CCc2ccccc2)C1 (centres undefined)	-17	0%	-4%	-11%	8%	9%
CC(=C/c1ccco1)/C=N/NC(=O)c1ccncc1	-23	?	3%	45µM*	-18%	8%
CCOC(=O)Nc1ccc2c(c1)N(C(=O)CN)c1ccccc1CC2	-3	44%	?	4%	44%	?
Cc1nc([N+](=O)[O-])c(N2CCOCC2)n1Cc1ccccc1	-1	20%	3%	5%	0%	13%
Cc1sc2nc(SCC(=O)Nc3c(C)n(C)n(-c4ccccc4)c3=O)n(C)c(=O)c2c1C	-10	0%	?	-10%	22%	-25%
Cc1ccc(S(=O)(=O)NCCC(=O)N2CCC(Cc3ccccc3)CC2)cc1	-10	.	-11%	2%	43%	-18%
COc1ccc(OC)c(NC(=O)C2CC2c2ccccc2)c1 (centres undefined)	-3	1%	?	1%	-15%	?
CCOC(=O)c1ccc(N2C(=O)c3n[nH]c(-c4ccco4)c3C2c2ccc(F)cc2)cc1 (centres undefined)	-89*	.	10%	?	.	.
COCC(=O)N(Cc1cc2ccc(C)cc2[nH]c1=O)c1ccccc1C	52	5%	?	6%	-3%	20%
O=S(=O)(NCCc1csc2nc(-c3ccc(F)cc3)nn12)c1ccc2c(c1)OCCO2	-7	.	-1%	6%	.	.
COc1ccc(-c2onc(C)c2C)cc1S(=O)(=O)N1CCc2ccccc21	?	.	3%	0%	.	.
O=C(Nc1ccnn1C1CCN(C2CCC2)CC1)c1cccc(F)c1	-11	.	-10%	-1%	-13%	8%
C1=CN2CCC1C(c1ccccc1)C2 (centres undefined)	7	-1%	-17%	-6%	-6%	-7%
C=C1CCc2c([nH]c3ccc(OCC(C)C)cc23)C1=O	-14	6%	-13%	0%	-37%	?
Nc1nc2sc3c(c2cc1C(=O)N1CCOCC1)CCCC3	56	?	-18%	3%	-10%	12%
CC(/C=C/c1ccccc1)NC(N)=O (centres undefined)	-10	0%	-11%	-20%	-9%	4%
COc1ccc(S(=O)(=O)NC(C)C(=O)NCc2ccncc2)cc1Cl (centres undefined)	2	2%	-4%	7%	21%	2%
Cc1cccc(N2CCN(C(=O)c3ccnn3C)CC2)c1C	-6	0%	-7%	-17%	36%	-1%
Cc1cccc(-n2c(O)c(C=NC3CCS(=O)(=O)C3)c3ccccc3c2=O)c1C (centres undefined)	-8	-4%	4%	-2%	12%	11%
Cc1cc(C)nc(SCCCNCc2ccccc2)n1	18	?	1%	10%	-8%	0%
O=C(CC1C(=O)NCCN1Cc1cccc(F)c1F)NCCCC1CCCC1 (centres undefined)	0	.	2%	?	113%[activator]	-6%

Additional entries:
SMILES	HCMV inh	Giardia FBPA inh	AmpC inh detg	Sm TGR block	AmpC inh no detg	HCV inh
CC(C)C(NS(=O)(=O)c1cccc2nsnc12)C(=O)N1CCCCC1 (centres undefined)	4	.	4%	4%	-4%	13%
O=C(Nc1nc2ccccc2s1)Nc1ccc([N+](=O)[O-])cc1Cl	.	4%	-8%	0%	-36%	.
Cc1ccc(S(=O)(=O)N2CCN(CC(=O)NC(=O)NCc3ccco3)CC2)cc1C	1	-2%	-2%	-5%	42%	11%
O=C(O)C1CCN(S(=O)(=O)c2cccs2)CC1	21	-2%	?	4%	-9%	3%
COc1ccc(CN2CCN(C(C)C(=O)N3CCc4ccccc43)CC2)cc1OC (centres undefined)	-10	6%	-4%	4%	15%	-26%
CCCNC(=O)N1CCN(C(c2ccccc2)c2ccccc2)CC1	-13	.	-1%	9%	82%[activator]	-4%
COc1ccc(C(=O)Nc2ccncc2)cc1S(=O)(=O)N1CCOCC1	0	.	-4%	-2%	-8%	4%
O=C(Nc1ccccc1)Nc1nc(-c2ccccc2)cs1	?	7%	-7%	8%	-32%	-17%
COc1cccc(N2C(=O)C(c3ccccc3)=C(c3nc4ccccc4s3)C2NC(C)=O)c1 (centres undefined)	?	-6%	0%	5%	40%	-26%
COc1ccc(OCC(=O)NCc2cccnc2)cc1	20	2%	-9%	4%	-7%	15%
O=S(=O)(c1cccc(C(F)(F)F)c1)N1CCN(c2cnccn2)CC1	-18	2%	6%	4%	22%	14%
COCCN(CCOC)Cc1c(O)ccc2c3c(c(=O)oc12)CCC3	-14	0%	-8%	?	-14%	8%
CCOC(=O)CC1C(=O)NCCN1C(=O)c1c(F)cccc1F (centres undefined)	64	6%	3%	-4%	-12%	20%
CC(C)(C)NC(=O)CSc1nc(-c2ccc(F)cc2)cc(C(F)(F)F)n1	-9	.	24%	3%	.	.
O=C1CC(c2ccccc2)n2nc(NC(=O)c3ccccn3)nc2N1 (centres undefined)	9	10%	-6%	4%	10%	5%
Cc1ccc(C(=O)C[n+]2cccc3cc(C)ccc32)cc1	-32	0%	6%	1%	-21%	-16%
COc1ccc(-c2nnn(CC(=O)N3CCOCC3)n2)cc1	73	2%	?	-5%	-16%	.
CC(NC(=O)C(=O)N1CCOCC1)C(c1cccs1)N1CCN(c2ccccc2)CC1 (centres undefined)	1	.	-2%	-4%	86%[activator]	21%
COc1ccc2c(c1OC)C(=O)OC2Nc1nc(-c2ccc([N+](=O)[O-])cc2)cs1 (centres undefined)	19	3%	4%	-36%	-9%	-9%
Cc1ccc(C(C(=O)NC(C)(C)C)N(CC2CCCO2)C(=O)c2csnn2)cc1 (centres undefined)	0	4%	-3%	-8%	-14%	6%
COc1ccccc1CCNC(=O)C(=O)NCC(c1ccc2c(c1)OCO2)N1CCOCC1 (centres undefined)	36	.	2%	8%	.	.
Oc1cc(Nc2ccccc2)cc2cccnc12	-82*	.	-1%	-8%	-14%&-19%	.
CC(C)c1ccc(-c2nc(N3CCOCC3)[nH]c(=O)c2C#N)cc1	?	17%	0%	0%	-21%	26%
Cc1nc(N)ncc1Sc1ccc(Cl)cc1	?	6%	6%	-3%	-9%	4%
CCSc1nc2c(c(=O)[nH]1)C(c1ccncc1)C(C(=O)OC(C)C)=C(C)N2 (centres undefined)	39	1%	-11%	-29%	-11%	7%
CN1CCc2nc(SCC(=O)OC(C)(C)C)c(C#N)cc2C1	136	?	?	-26%	20%	4µM*
